Source: PubChem
Pemphigus Ab inh = blocks pemphigus antibody binding to human desmoglein-3 | P32926 | DSG3-coupled beads, scFv-anti-DSG3-GFP binding, flow cytometry; hits give low values | binding (percent of control), % at 10 µM | 310,000 tested, 0.48% active | AID 588358;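 active means binding more than 3 SD below its plate's average and above zero; inconclusive means below that plate limit but binding exactly zero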;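 further: hits lower antibody fragment binding to DSG3; some compounds called inactive have numbers as strong as hits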
Target sequence (P32926 whole entry, looked up, the tested form may be a part): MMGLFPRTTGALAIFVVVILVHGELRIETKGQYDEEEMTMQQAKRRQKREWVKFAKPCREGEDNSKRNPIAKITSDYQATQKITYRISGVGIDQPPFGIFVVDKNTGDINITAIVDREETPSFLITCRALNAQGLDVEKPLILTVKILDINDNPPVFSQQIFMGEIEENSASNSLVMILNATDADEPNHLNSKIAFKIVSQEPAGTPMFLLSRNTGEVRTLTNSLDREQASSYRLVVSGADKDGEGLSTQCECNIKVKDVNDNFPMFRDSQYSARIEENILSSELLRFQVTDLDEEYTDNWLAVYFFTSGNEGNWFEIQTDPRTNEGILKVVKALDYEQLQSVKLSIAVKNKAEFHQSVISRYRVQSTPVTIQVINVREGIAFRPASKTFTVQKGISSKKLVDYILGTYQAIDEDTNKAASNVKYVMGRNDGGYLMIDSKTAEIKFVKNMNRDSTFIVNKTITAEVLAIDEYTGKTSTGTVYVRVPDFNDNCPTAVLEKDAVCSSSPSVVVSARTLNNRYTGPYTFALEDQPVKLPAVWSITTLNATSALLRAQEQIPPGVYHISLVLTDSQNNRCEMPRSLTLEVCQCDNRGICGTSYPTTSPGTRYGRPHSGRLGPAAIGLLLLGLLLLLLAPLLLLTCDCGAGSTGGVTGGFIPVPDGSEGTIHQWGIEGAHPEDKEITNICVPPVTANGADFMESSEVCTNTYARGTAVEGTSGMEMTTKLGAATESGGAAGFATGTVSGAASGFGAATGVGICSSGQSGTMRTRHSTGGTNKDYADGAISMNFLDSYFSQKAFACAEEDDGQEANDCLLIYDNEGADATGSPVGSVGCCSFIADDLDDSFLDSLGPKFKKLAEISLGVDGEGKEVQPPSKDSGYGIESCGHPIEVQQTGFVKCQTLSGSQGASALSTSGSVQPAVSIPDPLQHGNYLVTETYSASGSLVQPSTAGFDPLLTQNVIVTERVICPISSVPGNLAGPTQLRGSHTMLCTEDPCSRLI
SR-BI uptake up = activators of SR-BI mediated HDL lipid uptake. CHO ldlA[mSR-BI] cells, DiI-HDL uptake fluorescence, 3 h; 100 = double the neutral-control signal. activation, % at 12.5 µM. 320,000 tested, 0.096% active;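 active means mean replicate activation of at least 60% and every replicate at or above 60%; inconclusive means mean or all-replicate condition met, but not both; inactive means mean below 60% and not all replicates reaching 60%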;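 further: 0% = median plate neutral-control signal and 100% = twice that signal; values of inactives mirror those of a sister screen read the other way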
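Test system: SR-BI-overexpressing, LDLR-lacking CHO cells; Also added: labelled HDL, 10 µg/mL; Measured by: bottom-read cell fluorescence after medium removal, ex 550/em 595 nm; Timing: 3 h uptake period with compound, 37 °C; Buffer or medium: F12, 0.5% BSA, 25 mM HEPES; Doses: single compound concentration, delivered by pin transfer.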
NSD2 HMT inh = inhibitors of human histone methyltransferase NSD2. NSD2 peptide methylation, AlphaScreen, 120 min. inhibition, % at 12.5 µM. 310,000 tested, 0.54% active. AID 743445; in the data active means inhibition above about 50%
PKA-R1A activ = activates the PKA-R1A holoenzyme complex; activation, % at 11.4 µM; 340,000 tested, 0.083% active; P00514+P68181; PKA-R1A dissociation, Cy5-IP20 fluorescence polarization; scaled: DMSO 0%, 113 µM cGMP 100%; AID 504707;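 active means percent activation above the mean of all tested compounds plus 3 SD, cut at about 19% in these data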;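 further: higher means more PKAc released from R1A so a rise in polarization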
PKA-R2B activ = PKA-R2B complex activation; 340,000 tested, 0.079% active; activation, % at 11.4 µM; PKA-R2B holoenzyme dissociation, Cy5-IP20 fluorescence polarization; R2B truncated from residue 108, S112A mutant; 0% DMSO only, 100% 113 µM cGMP; P22694+P31323;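 active means activation above a cutoff set at the mean over all compounds plus 3 SD, cut at about 18% in these data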;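 further: higher means more holoenzyme dissociation and a rise in polarization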
Mot1-301 SUMO = inhibitors of SUMOylation pathway: yeast Mot1-301 growth rescue | S. cerevisiae Mot1-301 growth rescue, ATP luminescence, 38.5C; percent above DMSO median, 100 means doubled | growth rescue, % at 18.8 µM | 320,000 tested, 1% active;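 active means every valid replicate shows activation above 250% relative to neutral control wells; inactive means the rest, any valid replicate at or below 250%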;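 further: OY570 slx delta 5 strain wells were the positive control but not used for scaling; some compounds called inactive have numbers as strong as hits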
dFosB activator = activators of mouse delta FosB homodimer; P13346; purified delta FosB, TAMRA-CDK5 oligo fluorescence polarization; percent of positive-control signal above neutral wells; activation, % at 25 µM; 340,000 tested, 0.99% active; AID 493131;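 active means mean activation above about 17%, with every replicate also reaching it, limit read from the data, passing the limit was not always enough; inconclusive means only one of the two conditions met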;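 further: fluorescence polarization rise as delta FosB binds a TAMRA Cdk5 AP-1 oligo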
CDK5 p35 inh = CDK5/p35 (human) kinase inhibition; Recombinant CDK5/p35, ADP-Glo luminescence, 60 min; inhibition, % at 10 µM; 330,000 tested, 0.01% active; AID 488839;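 active means highest replicate inhibition of at least 50% and at least 75% of replicates reaching 50%; inconclusive means only one of the two criteria met; inactive means both criteria failed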;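 further: plate controls were DMSO neutral control for no effect and GW8510 at 10 µM for full effect; many of its hits are not listed in these tables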
Arrestin-AP2 inh = inhibitors of human beta-arrestin and AP2 interaction. FITC-arrestin peptide / GST-AP2 beads, flow cytometry; AP2 beta2 appendage carries R879A mutation. inhibition, % at 10 µM. 340,000 tested, 0.31% active. AID 504490;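 active means inhibition above a set limit, near 3 SD of compounds lacking own fluorescence, cut at about 54% in these data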;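 further: plate controls were DMSO wells for no effect and 5 µM unlabelled arrestin peptide for full effect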
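test system = AP2 appendage R879A on GSH beads | buffer or medium = PBS plus Tween 20 (0.05%) and BSA (0.1%) | incubation = 12 min plus 1 h, RT | detection = bead flow cytometry, FITC channel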
MITF TRPM1 HTS = activators of MITF-driven TRPM1 promoter activity in SK-MEL-5 cells. SK-MEL-5 TRPM1-promoter luciferase, 24 h; % of positive control, neutral wells = 0. activation, % at 12.5 µM. 300,000 tested, 0.75% active. AID 588334;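 active means mean activation of at least 80% with every replicate also reaching 80%; inconclusive means mean reaches 80% but some replicate falls short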;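 further: 0% = neutral control wells and 100% = parthenolide positive control wells; values of inactives mirror those of a sister screen read the other way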
SR-BI DiI inh = blocks mouse SR-BI lipid uptake from DiI-HDL; Q61009; ldlA[mSR-BI] CHO cells, DiI-HDL uptake fluorescence, 3 h; inhibition, % at 12.5 µM; 320,000 tested, 0.96% active;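 active means mean replicate inhibition of at least 70% and a set share of replicates each scoring 70 or more; inconclusive means meets just one of the two criteria; inactive means fails both criteria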;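 further: 0% = median of neutral control wells and 100% = median of positive control wells; values of inactives mirror those of a sister screen read the other way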
* hit, by the source's call; ? = inconclusive; · = not tested or not shown.

nr	Pemphigus Ab inh	SR-BI uptake up	Molecule	NSD2 HMT inh	PKA-R1A activ	PKA-R2B activ	Mot1-301 SUMO	dFosB activator	CDK5 p35 inh	Arrestin-AP2 inh	MITF TRPM1 HTS	SR-BI DiI inh
1	98	-22	CC(C)(C)C(=O)NNc1nc(-c2ccccc2)c2cc(Br)ccc2n1	1	-3	-18	10	-12	1.1	-6	-10	22
2	97	7	O=C(c1cccnc1)N1CCN(S(=O)(=O)c2cccs2)CC1	-1	2	0	-2	-2	-2.5	20	0	-7
3	119	10	CC(OC(=O)c1ccco1)C(=O)Nc1ccc(Cl)cn1 (configuration not stated)	1	3	3	-18	-2	2.1	-33	-8	-10
4	100	-24	Cc1nc(CS(=O)c2ccc(Cl)cc2)cc(NCc2ccc(Cl)cc2Cl)n1 (configuration not stated)	0	-13	-7	7	-9	0.5	-4	-22	24
5	96	-23	C/C(=N\n1cnnc1)c1ccc(C#N)cc1	2	-3	-2	47	-3	0.8	15	-10	23
6	99	26	CC1(OC(=O)c2ccc(Cl)nc2)C(=O)C=C2C=C3CCCN3C=C2C1=O (configuration not stated)	·	-11	2	-2	4	1.1	15	-7	-26
7	95	-3	Cc1ccc(Cc2cnc(NC(=O)CN3CCOCC3)s2)cc1Cl	4	-4	1	-13	-5	4.9	1	9	3
8	101	-37	CCN1/C(=C\C=C(C(C)=O)C(C)=O)Sc2ccccc21	5	4	-2	116	-12	-0.4	8	30	37
9	79	-2	Cc1cc(NC(=O)CSc2nc(C(C)C)nc3sc(C)c(C)c23)no1	-2	2	6	3	0	-1.4	7	-14	2
10	100	-20	Cc1cccc(OCCSc2nc3ccccc3n2CC(=O)O)c1	-6	-7	-11	-1	1	0.7	-16	2	20
11	95	·	Cc1cc(C)c(O)c(-c2cc(C(=O)Nc3cccnc3)[nH]n2)c1	1	11	2	51	?	-3.4	7	35	·
12	104	-1	Cc1nc(NCC2CCCO2)c2nnn(Cc3ccccc3Cl)c2n1 (configuration not stated)	2	1	-6	24	-3	2.0	4	-9	1
13	101	-61	Cc1ccc(-c2cc(-c3nnc(SCC(=O)NC(C)C(C)C)n3N)c3ccccc3n2)cc1 (configuration not stated)	-5	5	-11	·	-11	-1.5	-7	-14	61
14	116	13	O=C(COC(=O)c1ccco1)NCc1ccc(Cl)cc1	-1	-6	5	·	0	0.3	47	-14	-13
15	·	10	C/C(=N\NC(=S)NCCc1ccccc1)c1ccc(C)cc1	-7	-4	-12	-11	-10	-2.2	-6	·	-10
16	98	-44	COc1ccc2c(c1)CCc1c(C(=O)N3CCCc4ccccc43)noc1-2	·	-5	1	6	-10	-1.6	26	28	44
17	114	-21	O=C(CC1S/C(=N/N=C2CCCCCC2)NC1=O)Nc1ccccc1F (configuration not stated)	-2	-8	-5	·	-3	-3.0	8	6	21
18	102	15	N#CCC(N)=C(C#N)C#N	·	-7	-3	-1	-7	0.5	6	9	1
19	99	-41	COc1ccc(OC(=O)c2cc(S(=O)(=O)N3CCCC3)ccc2Cl)cc1	0	6	-14	-22	-5	-1.2	29	12	41
20	99	-32	COc1ccc(CNC(=S)Nc2ccccc2C)cc1	8	-4	-1	-4	1	-0.7	-8	4	32
21	·	12	Cn1c(=O)c2c(nc(NCC3CCCO3)n2Cc2cccc(Br)c2)n(C)c1=O (configuration not stated)	2	0	-19	-6	1	0.5	-13	·	-12
22	99	-22	CCOCC(=O)Nc1c(C(=O)Nc2ccc3c(c2)OCO3)oc2ccccc12	-10	-14	-13	85	0	-2.4	16	14	22
23	102	-22	COc1ccc(N2COC3c4cccc5cccc(c45)C32)cc1 (configuration not stated)	4	-4	-3	-23	-10	2.4	-5	-13	22
24	109	7	CCCc1noc2c1C(c1ccoc1)C(C#N)=C(N)N2 (configuration not stated)	1	-1	-2	5	4	1.8	9	-6	-7
25	104	-20	O=C(NCC1CCCO1)C(c1ccc(F)cc1)N(Cc1ccc(F)cc1)C(=O)Cn1nnc(-c2cccs2)n1 (configuration not stated)	-3	-12	-7	-2	9	2.7	11	-9	20
26	110	-3	C[C@@H]1COC(=O)[C@@H](CC(=O)OC(C)(C)C)C/C=C\C[C@H](CC(=O)NCCO)C(=O)N1	·	-9	-3	6	3	-0.1	3	3	3
27	103	22	CC(=O)Nc1ccc2c(c1)N(C(=O)CN(C)C)c1ccccc1CC2	15	-9	2	2	-2	0.7	11	0	-22
28	94	27	CCC(C(=O)NC(C)(C)C)N(Cc1cccs1)C(=O)CNS(=O)(=O)c1ccccc1 (configuration not stated)	-4	-4	-2	2	-7	-0.8	-7	-12	-27
29	93	-44	COc1ccc(NC(=O)CCOc2ccccc2F)cc1S(=O)(=O)N1CCCCC1	-1	-9	9	-10	-11	1.7	-12	8	44
30	74	-30	CC(=O)c1cccc(S(=O)(=O)N2CCN(c3nc4cc(C)cc(C)c4cc3C#N)CC2)c1	-2	-15	4	13	-7	-2.9	0	-14	30
31	86	4	Nc1nonc1C(=O)N/N=C/c1cc2c(cc1[N+](=O)[O-])OCO2	113*	9	4	3	10	1.0	13	-15	-4
32	101	18	Cc1n[nH]c(=O)c2c(NC(=O)CSc3nncs3)oc(C)c12	-1	-8	-2	13	-3	1.7	22	9	-18
33	107	-10	Cc1c(Cl)cccc1NC(=S)NCCc1ccc(F)cc1	3	-12	-9	2	0	1.4	-3	9	10
34	100	13	CN(CCC#N)C(=O)CC1(Cc2ccccc2)CCOC(C)(C)C1 (configuration not stated)	-1	-5	6	32	2	0.8	27	-7	-13
35	104	9	CC1CCN(C(=O)COC(=O)c2ccc(N3CCCC3=O)cc2)CC1	-2	-4	5	-6	-2	-1.8	-8	6	-9
36	113	-9	COc1ccc(C(CC(=O)Nc2nccs2)n2cccc2)cc1 (configuration not stated)	-1	3	8	6	-4	0.1	24	55	9
37	106	-1	CCC[C@@H]1CCCO[C@@](C(=O)NCc2ccccn2)(C(F)(F)F)C1	·	-9	3	277	-6	-0.3	12	10	1
38	99	8	COCCN(CC1CCCN(C2Cc3ccccc3C2)C1)C(=O)c1cccc(C)c1 (configuration not stated)	6	0	-1	1	-1	-0.4	2	-11	-8
39	99	15	O=C(NC(O)C(=O)c1cccs1)c1cccnc1 (configuration not stated)	18	0	-1	-11	-4	1.7	4	-5	-15
40	99	-13	O=S(=O)(NCC(c1ccco1)N1CCc2ccccc21)c1ccccc1 (configuration not stated)	4	-14	6	-17	-9	-2.2	3	-12	13
41	107	-12	COc1ccccc1CCNC(=O)C(=O)NCC1OCCN1S(=O)(=O)c1ccccc1 (configuration not stated)	·	-7	4	6	-5	-0.3	0	·	12
42	116	-18	CC(C)COc1cccc(C(=O)N(C)CC(=O)Nc2cccc3ccccc23)c1	1	-14	-7	5	-16	1.8	-6	-19	18
43	105	34	O=C(C1CCCN(Cc2ccc3c(c2)OCO3)C1)N1CCCC1 (configuration not stated)	·	1	-8	81	-4	0.2	30	4	-34
44	·	-5	Nc1c(C(=O)NC2CCCC2)c2nc3ccccc3nc2n1/N=C/c1ccco1	·	-4	-4	200	-6	-0.1	31	·	5
45	91	-2	CC(C)[C@H](NC(=O)c1c(F)cccc1F)C(=O)Nc1cccc(Br)c1	-1	-4	-1	6	2	-2.0	-12	4	2
46	101	0	COc1ccc(CCn2nnnc2CN2CCN(C(=O)c3ccco3)CC2)cc1OC	8	-3	1	81	-2	0.4	-2	6	0
47	107	20	CCOC(=O)C1CCCN(S(=O)(=O)c2cc3[nH]c(=O)c(=O)[nH]c3cc2C)C1 (configuration not stated)	·	3	3	1	-5	-3.3	3	9	-20
48	115	3	NNC(=O)C(Cc1c[nH]c2ccccc12)NC(=O)c1ccccc1 (configuration not stated)	-2	1	-12	1	-4	-0.2	11	-6	-3

Sorted by formula weight (smallest number first): 11 of the compounds above.
nr	Pemphigus Ab inh	SR-BI uptake up	Molecule	NSD2 HMT inh	PKA-R1A activ	PKA-R2B activ	Mot1-301 SUMO	dFosB activator	CDK5 p35 inh	Arrestin-AP2 inh	MITF TRPM1 HTS	SR-BI DiI inh
39	99	15	O=C(NC(O)C(=O)c1cccs1)c1cccnc1 (configuration not stated)	18	0	-1	-11	-4	1.7	4	-5	-15
43	105	34	O=C(C1CCCN(Cc2ccc3c(c2)OCO3)C1)N1CCCC1 (configuration not stated)	·	1	-8	81	-4	0.2	30	4	-34
31	86	4	Nc1nonc1C(=O)N/N=C/c1cc2c(cc1[N+](=O)[O-])OCO2	113*	9	4	3	10	1.0	13	-15	-4
33	107	-10	Cc1c(Cl)cccc1NC(=S)NCCc1ccc(F)cc1	3	-12	-9	2	0	1.4	-3	9	10
36	113	-9	COc1ccc(C(CC(=O)Nc2nccs2)n2cccc2)cc1 (configuration not stated)	-1	3	8	6	-4	0.1	24	55	9
34	100	13	CN(CCC#N)C(=O)CC1(Cc2ccccc2)CCOC(C)(C)C1 (configuration not stated)	-1	-5	6	32	2	0.8	27	-7	-13
37	106	-1	CCC[C@@H]1CCCO[C@@](C(=O)NCc2ccccn2)(C(F)(F)F)C1	·	-9	3	277	-6	-0.3	12	10	1
44	·	-5	Nc1c(C(=O)NC2CCCC2)c2nc3ccccc3nc2n1/N=C/c1ccco1	·	-4	-4	200	-6	-0.1	31	·	5
42	116	-18	CC(C)COc1cccc(C(=O)N(C)CC(=O)Nc2cccc3ccccc23)c1	1	-14	-7	5	-16	1.8	-6	-19	18
47	107	20	CCOC(=O)C1CCCN(S(=O)(=O)c2cc3[nH]c(=O)c(=O)[nH]c3cc2C)C1 (configuration not stated)	·	3	3	1	-5	-3.3	3	9	-20
41	107	-12	COc1ccccc1CCNC(=O)C(=O)NCC1OCCN1S(=O)(=O)c1ccccc1 (configuration not stated)	·	-7	4	6	-5	-0.3	0	·	12

An unsorted share of the library. About 4.7% of those tested had a hit in this group.
